# High-throughput results: PubChem, The Scripps Research Institute Molecular Screening Center
# TbREL1 inh: TbREL1 RNA ligase inhibitors, primary screen, biochemical, FRET fluorescence; RNA-editing ligase 1, mitochondrial (Trypanosoma brucei brucei), P86926; AID 1117264, 2014; 89,000 tested, 0.49% active; TbREL1 RNA ligation; inhibition, % at 9.66 µM;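 active means inhibition above the mean inhibition across all screened compounds plus 3 SD, cut at about 11% in these data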;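 further: 0% = plate median of test wells and 100% = NSC42067 control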
# Target sequence (P86926 whole entry, looked up): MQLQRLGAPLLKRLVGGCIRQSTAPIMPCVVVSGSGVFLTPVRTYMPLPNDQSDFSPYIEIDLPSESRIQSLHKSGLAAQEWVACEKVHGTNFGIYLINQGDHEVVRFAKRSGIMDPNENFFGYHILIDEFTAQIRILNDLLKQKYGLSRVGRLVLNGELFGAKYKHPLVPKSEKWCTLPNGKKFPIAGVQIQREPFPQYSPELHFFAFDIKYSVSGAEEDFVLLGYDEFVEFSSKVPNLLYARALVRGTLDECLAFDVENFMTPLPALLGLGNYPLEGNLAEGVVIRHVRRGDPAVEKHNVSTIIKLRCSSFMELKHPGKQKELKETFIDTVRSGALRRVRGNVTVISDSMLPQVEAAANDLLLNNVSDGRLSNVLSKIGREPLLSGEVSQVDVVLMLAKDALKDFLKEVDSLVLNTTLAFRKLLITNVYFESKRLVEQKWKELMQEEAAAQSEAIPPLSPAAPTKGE
# * = called active by the depositor. The list is partial; the hit share may differ from the screen's.
TbREL1 inh | canonical_smiles
-5 | OCCC1CN(C2CSCCSC2)CCN1Cc1ccccc1 (stereo unspecified)
0 | CSc1nnc(-c2ccc(C(F)(F)F)nc2C)o1
-1 | CC1(C)CC(=O)C=C(NNC(=O)C2CCCCC2)C1
7 | C#CCOCCOCCOCCNc1nc(N2CCN(C(=O)Cn3cc(CC(C)O)nn3)CC2)nc(N2CCN(C(=O)[C@H](CCCCN)n3cc(CCCC)nn3)CC2)n1 (stereo partly specified)
-2 | N#C/C(=C\c1cccs1)C(=O)NCc1ccccc1
0 | Cc1occc1-c1nnc(SCC(=O)Nc2ccc3ncccc3c2)n1-c1ccccc1
-2 | O=C1CCN(CCc2ccccc2)CCN1[C@H](COc1ccccc1)c1ccccc1
-2 | O=C(COC(=O)CNC(=O)c1ccco1)Nc1ccc(Cl)cn1
1 | O=C1CCCc2ccccc2N1Cc1ccccc1
3 | CN(Cc1ccccc1)S(=O)(=O)c1ccc(Cl)c(C(=O)OCC(N)=O)c1
6 | CN(C)CCCNC(=O)c1cc2c3ccccc3n(C)c2s1
2 | O=C(NCc1cccs1)c1cccnc1Cl
6 | Cc1ccc(S(=O)(=O)NCCCNc2ccc([N+](=O)[O-])cc2)cc1
-2 | Cc1cccc(NC(=O)CSc2n[nH]c(-c3ccncc3)n2)c1C
0 | O=C(O)C1C2C=CC3(CN(C4CCCC4)C(=O)C13)O2 (stereo unspecified)
-3 | CN(C(=O)C1CCN(c2cncnc2)CC1)C1CCCCC1
1 | O=C1CCCC[C@@H](CO)[C@H](O)C[C@H](c2ccccc2)O1
1 | COC(=O)/C(=C/c1cn(C(C)=O)c2ccccc12)[N+](=O)[O-]
-2 | Cc1ccn2c(=O)nc(SCC(=O)N3CCN(c4ccccc4)CC3)nc2c1
0 | Cc1ccc(S(=O)(=O)N(CC(O)CN2CCCCC2)c2cccc([N+](=O)[O-])c2)cc1 (stereo unspecified)
3 | CCc1ccccc1NC(=O)CN1CCN(CC(=O)Nc2ccc(-c3ccccc3)cc2)CC1
-2 | CSc1nsc(SCC(=O)Nc2ccc(F)cc2F)n1
-1 | O=C(Nc1ccccc1C(=O)NCCc1ccccc1)c1ccco1
0 | CNC(=O)COC(=O)/C=C/c1ccco1
1 | COCCNc1nc(NCc2cccs2)nc2ccsc12
-3 | CCOC(=O)C1=C(C)NC2=C(C(=O)CC(C)(C)C2)C1c1cccc(C)n1 (stereo unspecified)
-1 | CCn1c2ccccc2c2cc(NC(=O)COC(=O)c3cccc(F)c3F)ccc21
3 | O=C(OCC(=O)N1CCN(C(=O)c2ccco2)CC1)c1sc2ccccc2c1Cl
1 | CC1CCCN(C(=O)c2cc3c(-c4ccc(Cl)cc4)nn(C)c3s2)C1 (stereo unspecified)
3 | CC(=O)c1c(C)[nH]c(C(=O)Nc2ccc(C)c(C)c2)c1C
4 | Cc1ccc(Cn2cc(CN3CC(N4CCN(Cc5cccc(C)c5)CC4)CS3(=O)=O)nn2)cc1 (stereo unspecified)
-1 | CC1CN(C(C)C)C(C)CC1OC(=O)c1ccccc1 (stereo unspecified)
0 | Cc1cc(C)n(CCCNC(=O)c2ccc(C)c(S(=O)(=O)N3CCOCC3)c2)n1
-3 | CCOc1ccc(S(=O)(=O)N(C)CC(=O)NCc2ccc3c(c2)OCO3)cc1
5 | O=C(CSc1nnc(-c2cccc(F)c2)o1)N1CCOCC1
-1 | COC(=O)c1ccc(Cn2nc(C)c([N+](=O)[O-])c2C)o1
1 | CCn1cc(Br)c(C(=O)Nc2ccc(Cl)cc2Cl)n1
5 | O=C(c1cccc(Cl)c1)N1CCC2CC1c1cc(-c3ccc(F)cc3)ccc12 (stereo unspecified)
2 | COc1cccc(-c2ncc3ccccc3c2COC(=O)CCC(=O)O)c1
2 | C/C(=N\N=C(/N)SC1CC(=O)N(c2ccc(Cl)cc2)C1=O)c1cccs1 (stereo unspecified)
2 | Cc1ccc(OCC(=O)NCCCNC(=O)c2ccncc2)cc1
4 | CCC(Cc1ccccc1)NC(=O)CN(C)S(=O)(=O)c1ccc2c(c1)c(=O)n(C)c(=O)n2C (stereo unspecified)
0 | CC(C)C/C=C1\CCc2c([nH]c3ccccc23)C1=O
-2 | Cc1c(C(=O)NCc2ccc3c(c2)OCO3)oc2ccc(S(=O)(=O)N3CCCC3)cc12
0 | Cc1nc2c(c(C)nn2-c2ccccc2)c(C)c1Cl
-3 | COC(=O)c1ccc(OCC(O)CN(CCO)CCO)cc1 (stereo unspecified)
-1 | CCO[C@H]1OC(C(=O)N2CCN(Cc3ccc4c(c3)OCO4)CC2)=C[C@@H](C(C)(C)C)[C@@H]1CCCO
0 | S=c1nccc(-c2cc(Cl)sc2Cl)[nH]1
3 | CCOc1ccc(C(=O)c2cnc3ccccc3c2N2CCN(CC)CC2)cc1
-1 | CC(C)NC(=O)C1CCCN(S(=O)(=O)c2cccs2)C1 (stereo unspecified)
0 | COc1ccc(N2CCN(C(c3ccccc3OC)c3nnnn3Cc3ccco3)CC2)cc1 (stereo unspecified)
0 | COc1cc(C)c(C(=O)CC(=O)c2c(C)cc(OC)cc2C)c(C)c1
3 | CCOc1ccc(CN2CCN(C(=O)c3cccc4ccccc34)CC2)cc1
3 | C[C@@H]1CCC[C@@]2(O[C@@H](CCO)C[C@@H](O)[C@@H]2O)O1
-2 | C=CCn1c(COc2ccc(CC)cc2)nnc1SCC(=O)N(C)C1CCS(=O)(=O)C1 (stereo unspecified)
-1 | Cc1ccc(NC(=O)CS(=O)CC(=O)Nc2ccc3c(c2)OCO3)cc1Cl (stereo unspecified)
-1 | Cc1ccc(NC(=O)c2cccs2)cc1NC(=O)c1cccc(F)c1
-5 | Cc1ccc(C(=O)Cn2c(C(=O)OCCO)cc3ccccc32)cc1
-4 | Cn1cccc1Cc1nnc(SCC(N)=O)n1-c1ccc(F)cc1
0 | CCN(CC)C(=O)CC(c1ccc2c(c1)OCO2)c1c(OC)cc(OC)c2c(-c3ccccc3)cc(=O)oc12 (stereo unspecified)

# 7 compounds from above, ordered by their value in TbREL1 inh, low to high.
TbREL1 inh | canonical_smiles
-5 | OCCC1CN(C2CSCCSC2)CCN1Cc1ccccc1 (stereo unspecified)
-2 | Cc1ccn2c(=O)nc(SCC(=O)N3CCN(c4ccccc4)CC3)nc2c1
-1 | CC1(C)CC(=O)C=C(NNC(=O)C2CCCCC2)C1
0 | Cc1nc2c(c(C)nn2-c2ccccc2)c(C)c1Cl
1 | COC(=O)/C(=C/c1cn(C(C)=O)c2ccccc12)[N+](=O)[O-]
3 | CCc1ccccc1NC(=O)CN1CCN(CC(=O)Nc2ccc(-c3ccccc3)cc2)CC1
4 | CCC(Cc1ccccc1)NC(=O)CN(C)S(=O)(=O)c1ccc2c(c1)c(=O)n(C)c(=O)n2C (stereo unspecified)

# (continued)
TbREL1 inh | canonical_smiles
0 | CCCC(=O)NC(=S)Nc1ccccc1F
0 | O=C(Nc1ccc(F)cc1F)c1cc(Cl)sc1Cl
-6 | COc1ccc(C2(C)NC(=O)N(CC(=O)c3cc(C)n(C4CC4)c3C)C2=O)cc1OC (stereo unspecified)
-3 | COc1ccc2cc(CCNC(=O)CC(C)(C)C)c(=O)[nH]c2c1
1 | COc1ccccc1N1CCN(Cc2c[nH]c3ccccc23)CC1
0 | O=C(CSc1nc(-c2cccs2)cc(C(F)(F)F)n1)NCc1ccccc1
-1 | CC1CN(C(=O)CCC(=O)NCc2ccccc2Cl)c2ccccc2S1 (stereo unspecified)
-1 | COc1ccc(CC(=O)NC(c2ccccc2)c2ccccc2)cc1S(=O)(=O)N1CCOCC1
1 | O=C(NCCc1ccccc1)c1ccccc1SCC(=O)N1CCCC1
0 | O=C(CSc1ccccc1F)NNC(=O)c1cncc(Br)c1
9 | COc1ccc(COCC(O)CN2CCC(CN3C(=O)c4cccc5cccc(c45)C3=O)CC2)cc1OC (stereo unspecified)
0 | CCC(CO)Oc1cc(NC(=O)c2ccccc2C)c2ncn(C(C)C)c2c1 (stereo unspecified)
16* | COC(=O)C1=C(C)N(Cc2cccc(C(F)(F)F)c2)C(=NCc2ccccc2C(F)(F)F)NC1c1ccccc1C(F)(F)F (stereo unspecified)
0 | CC(=O)c1ccc(NC(=O)C(C)NCc2ccccc2Cl)cc1 (stereo unspecified)
0 | Cc1cccc(CNC(=S)OCCN2CCCC23CCC(c2ccccc2)CC3)c1 (stereo unspecified)
4 | CCOC(=O)Cc1csc(NC(=O)CCNS(=O)(=O)c2ccc3c(c2)CCC(=O)N3)n1
4 | CCCCOC(=O)c1[nH]c2c(c1C)C(=O)CC(c1cc(OC)c(OC)c(OC)c1)C2 (stereo unspecified)
-1 | CCOC(=O)c1ccc(NS(=O)(=O)c2ccc3[nH]c(=O)[nH]c3c2)cc1
0 | CC(OC(=O)Cc1c[nH]c2ccccc12)C(=O)Nc1ccc(S(N)(=O)=O)cc1 (stereo unspecified)
5 | O=C(Cn1nnc(-c2ccccc2F)n1)N1CCCCC1
3 | COc1ccc(CCNc2ccncn2)cc1OC
-1 | CCCc1ccc(Oc2coc3cc(OCC(=O)Nc4ccccc4C)ccc3c2=O)cc1
2 | Cc1ccc(-c2nc(CSCC(=O)N3CCN(c4ccccn4)CC3)c(C)o2)cc1
0 | COc1cccc(C(=O)N2CCN(Cc3nc(CC4CC4)no3)CC2)c1
0 | CCn1c(SCC(=O)Nc2nncs2)nnc1C(C)NC(=O)c1ccccc1Br (stereo unspecified)
2 | CCCC[C@H]1C2CC(OC(=O)Nc3cccc(C#N)c3)C(C2)[C@H]2CCCCN21 (stereo partly specified)
7 | COc1cccc(/C=C/C(=O)OCC(=O)NCCNC(=O)COC(=O)/C=C/c2cccc(OC)c2)c1
-2 | CC1CCN(S(=O)(=O)c2ccc3ncn(CC(=O)N(C)Cc4ccccc4)c(=O)c3c2)CC1
-1 | Cc1nc(NC(=O)c2ccco2)sc1-c1csc(Nc2ccc(Cl)cc2Cl)n1
3 | O=C(NCc1ccccc1)C1(C(F)(F)F)C/C(=C\CCO)CCCO1 (stereo unspecified)
-1 | Cc1nc2ccc(S(=O)(=O)NC(C(=O)NCc3ccco3)C(C)C)cc2s1 (stereo unspecified)
3 | Cc1nn(-c2ccccc2C(=O)O)c(=O)c2ccccc12
5 | NC(=O)c1ccc(Oc2ccc(Cl)c3ccccc23)c([N+](=O)[O-])c1
-2 | Cc1cc(C)cc(C(=O)OCC(=O)Nc2cccc(S(=O)(=O)NC3=NCCCCC3)c2)c1
0 | CCc1cc(=O)oc2c(C)c(OCC(=O)NCCCN3CCCC3=O)ccc12
0 | Cc1cc(NC(=O)COC(=O)c2ccc(S(=O)(=O)N3CCCc4ccccc43)cc2)no1

# Arranged by count of non-hydrogen atoms (rising): some entries from above
TbREL1 inh | canonical_smiles
5 | NC(=O)c1ccc(Oc2ccc(Cl)c3ccccc23)c([N+](=O)[O-])c1
2 | CCCC[C@H]1C2CC(OC(=O)Nc3cccc(C#N)c3)C(C2)[C@H]2CCCCN21 (stereo partly specified)
-2 | Cc1cc(C)cc(C(=O)OCC(=O)Nc2cccc(S(=O)(=O)NC3=NCCCCC3)c2)c1

# The listing picks up, repeating the 4 entries before the break.
TbREL1 inh | canonical_smiles
5 | NC(=O)c1ccc(Oc2ccc(Cl)c3ccccc23)c([N+](=O)[O-])c1
-2 | Cc1cc(C)cc(C(=O)OCC(=O)Nc2cccc(S(=O)(=O)NC3=NCCCCC3)c2)c1
0 | CCc1cc(=O)oc2c(C)c(OCC(=O)NCCCN3CCCC3=O)ccc12
0 | Cc1cc(NC(=O)COC(=O)c2ccc(S(=O)(=O)N3CCCc4ccccc43)cc2)no1
5 | O=C(O)C(c1ccccc1)N1CCCC1 (stereo unspecified)
0 | Clc1ccc2oc(-c3cccnc3NCc3ccccc3)nc2c1
-1 | C=CCNc1nc(Cl)nc(Nc2ccc(OC)cc2)n1
0 | COc1ccc(N2C(=O)CC(NCCNc3ccc([N+](=O)[O-])cn3)C2=O)cc1 (stereo unspecified)
0 | CCC(C)Sc1nnc(CSc2nc3nc(C)cc(C)n3n2)o1 (stereo unspecified)
0 | O=S1(=O)CC(N2CCCCC2)CN1Cc1cn(Cc2ccccc2)nn1 (stereo unspecified)
-1 | O=C(NCCC1=CCCCC1)C1CCN(S(=O)(=O)c2ccc(-n3cnnn3)cc2)CC1
12* | COC(=O)C1=C(C)N(Cc2cccc(C(F)(F)F)c2)C(=NCc2ccc(OC)cc2)NC1c1ccccc1C(F)(F)F (stereo unspecified)
-3 | CCOP(=O)(c1ccc(N(C)C)cc1)C(O)c1ccccc1 (stereo unspecified)
-2 | CC(C)(C)c1ccc(C(=O)Oc2ccccc2CCC(=O)O)cc1
1 | COc1cnc(-c2ccccn2)nc1Oc1ccc(Cl)cc1
1 | CC1CN(Cc2cnc(Cl)s2)CC(C)O1 (stereo unspecified)
-7 | O=[N+]([O-])c1ccccc1/C=C/C=Nn1c(-c2ccc(F)cc2)n[nH]c1=S
1 | CCOc1ccc(NC(=O)c2nnn(CC(=O)Nc3ccccc3OC)c2N)cc1
6 | O=C1CCCC(O)=C1C=NCCc1ccccc1
-2 | CCN1/C(=C2/SC(=S)N(C)C2=O)C=Cc2cc(C)ccc21
-6 | Cc1ccc(CN2CC(C(=O)Nc3ccccc3N3CCCC3)CC2=O)cc1 (stereo unspecified)
5 | N#Cc1ccc(-c2nc3ccc(Br)cn3c2Cc2ccsc2)cc1
0 | O=C(CSC1=NS(=O)(=O)c2cc(F)ccc2N1)NCc1ccccc1Cl
-4 | COc1ccccc1OCC(=O)NNC(=S)NC(=O)c1ccco1
3 | COc1ccc(CN2CCNC(=O)C2CC(=O)N(C)C2CCOCC2)c(F)c1 (stereo unspecified)
1 | O=C(NCc1ccccc1F)C1CCN(C(=O)Nc2ccc(F)cc2)CC1
-3 | O=C(CSc1ccsc1[N+](=O)[O-])N1CCN(c2ccccc2)CC1
0 | COCCNC(=O)CSc1nc2ccccc2c(=O)n1CCC(=O)N1CCN(c2ccccc2)CC1
1 | CC(=O)Nc1ccc(S(=O)(=O)NC2CCCCCC2)cc1
-3 | COc1ccc(C(C)=O)cc1CC1(C)C(=O)Nc2ccc(-c3ccccc3OC)cc21 (stereo unspecified)
-3 | O=C(NCCCN1CCN(CCCNC(=O)c2cccc(Cl)c2)CC1)c1cccc(Cl)c1
1 | O=C(O)COc1ccccc1/C=N/NC(=O)Cc1csc(Nc2cccc(C(F)(F)F)c2)n1
1 | O=S(=O)(Nc1nc2ccccc2nc1NCC1CCCO1)c1ccc(F)cc1 (stereo unspecified)
